Screening results deposited in PubChem BioAssay by The Scripps Research Institute Molecular Screening Center.
PAFAH1B2 inh: blocks human PAF acetylhydrolase 1b catalytic subunit 2 | P68402 | recombinant PAFAH1B2, FP-rhodamine activity probe, fluorescence polarization | inhibition, % at 3.39 µM | hit rate 1.2% among 340,000 | AID 492953;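 active means inhibition above the mean of all tested compounds plus 3 SD, cut at about 24% in these data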;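 further: 0% = enzyme with DMSO and 100% = wells lacking PAFAH1B2; many of its hits are not listed in these tables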
Target sequence (P68402 whole entry, looked up): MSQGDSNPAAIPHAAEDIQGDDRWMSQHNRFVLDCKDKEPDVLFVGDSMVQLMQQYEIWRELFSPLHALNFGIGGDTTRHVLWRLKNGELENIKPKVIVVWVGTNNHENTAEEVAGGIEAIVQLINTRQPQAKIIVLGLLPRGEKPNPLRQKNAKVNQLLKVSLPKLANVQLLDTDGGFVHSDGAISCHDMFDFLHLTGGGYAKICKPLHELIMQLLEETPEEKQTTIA
PAFAH1B3 FP inh: blocks human PAF acetylhydrolase 1B catalytic subunit 3; hit rate 0.28% among 340,000; inhibition, % at 3.39 µM; recombinant PAFAH1B3, FP-rhodamine probe, fluorescence polarization; AID 492972; Q15102;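 active means inhibition above the screen-wide average of all tested compounds plus 3 SD, cut at about 25% in these data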;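 further: 0% = enzyme with DMSO only and 100% = wells lacking PAFAH1B3 protein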
LYPLA2 counter: blocks human lysophospholipase 2, a PME1 counter-screen; inhibition, % at 5.9 µM; AID 2177; recombinant LYPLA2, FP-Rh probe fluorescence polarization; hit rate 0.38% among 320,000;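 active means inhibition above the screen-wide mean plus 3 SD, limit set per campaign, cut at about 26% in these data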;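 further: 0% = LYPLA2 with DMSO and 100% = wells lacking LYPLA2 enzyme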
Target sequence (O95372 whole entry, looked up): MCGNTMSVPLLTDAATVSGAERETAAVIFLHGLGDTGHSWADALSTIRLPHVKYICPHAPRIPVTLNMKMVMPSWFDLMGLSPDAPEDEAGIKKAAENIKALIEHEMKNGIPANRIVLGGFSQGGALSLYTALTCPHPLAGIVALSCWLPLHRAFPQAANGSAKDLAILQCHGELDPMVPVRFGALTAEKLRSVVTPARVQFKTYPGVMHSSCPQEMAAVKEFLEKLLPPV
PAFAH2 FP inh: inhibitors of human PAFAH2 | inhibition, % at 3.39 µM | hit rate 0.99% among 340,000 | AID 492956 | Q99487 | recombinant PAFAH2, FP-rhodamine activity probe, fluorescence polarization;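 active means inhibition above the mean over all tested compounds plus 3 SD, cut at about 30% in these data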;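 further: inhibitors block probe labeling of enzyme so polarization drops; 0% = enzyme with DMSO and 100% = wells lacking PAFAH2 protein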
PAD4 inh: blocks human protein arginine deiminase 4. inhibition, % at 6.36 µM. AID 485272. Q9UM07. hit rate 0.41% among 330,000. recombinant PAD4, RCA probe fluorescence polarization;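 active means percent inhibition above a cutoff equal to the mean of all tested compounds plus 3 SD, cut at about 15% in these data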;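 further: 0% = PAD4 with RCA probe and DMSO and 100% = probe without PAD4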
PME-1 primary: blocks human protein phosphatase methylesterase 1 | AID 2130 | inhibition, % at 5.9 µM | recombinant PME-1, FP-Rh probe fluorescence polarization | Q9Y570 | hit rate 0.53% among 320,000;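 active means inhibition above the campaign mean of all compounds plus 3 SD, cut at about 26% in these data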;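 further: competitive labeling of PME-1 active site by serine hydrolase directed probe; 0% = PME-1 with DMSO and 100% = wells lacking PME-1 enzyme; inhibitors block probe labeling so polarization falls and inhibition rises; many of its hits are not listed in these tables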
pPAFAH FP inh: pPAFAH (human) enzyme inhibition. Q13093. recombinant pPAFAH, FP-rhodamine probe fluorescence polarization. inhibition, % at 3.39 µM. hit rate 1.5% among 330,000;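 active means inhibition above the mean inhibition across the screen plus 3 SD, cut at about 25% in these data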;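 further: inhibitors block binding of the rhodamine activity-based probe so polarization drops; 0% = enzyme with DMSO and 100% = wells lacking pPAFAH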
GSTO1 counter: GSTO1 inhibition, counter-screen for RBBP9 inhibitors. recombinant GSTO1, activity-based probe fluorescence polarization. inhibition, % at 5.96 µM. hit rate 1.1% among 300,000. AID 1974;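 active means inhibition above the campaign mean inhibition plus 3 SD, cut at about 35% in these data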;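 further: 0% = GSTO1-1 with DMSO and 100% = wells lacking GSTO1-1 enzyme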
Target sequence (P78417 whole entry, looked up): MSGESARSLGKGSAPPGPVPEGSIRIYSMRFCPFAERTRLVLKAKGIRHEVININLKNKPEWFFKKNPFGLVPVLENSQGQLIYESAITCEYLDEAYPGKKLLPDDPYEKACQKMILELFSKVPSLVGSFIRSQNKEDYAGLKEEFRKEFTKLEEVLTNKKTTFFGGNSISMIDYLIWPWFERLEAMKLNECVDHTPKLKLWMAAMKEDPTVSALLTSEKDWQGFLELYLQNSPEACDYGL
LYPLA1 counter: counter-screen for PME1 inhibitors: inhibitors of human LYPLA1 | O75608 | recombinant LYPLA1, FP-Rh probe fluorescence polarization | inhibition, % at 5.9 µM | hit rate 0.16% among 320,000;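 active means inhibition above the mean of all tested compounds plus 3 SD, set per campaign, cut at about 14% in these data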;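 further: inhibitors block serine hydrolase probe labeling of LYPLA1 so polarization falls; 0% = enzyme with DMSO and 100% = wells lacking LYPLA1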
Target sequence (O75608 whole entry, looked up): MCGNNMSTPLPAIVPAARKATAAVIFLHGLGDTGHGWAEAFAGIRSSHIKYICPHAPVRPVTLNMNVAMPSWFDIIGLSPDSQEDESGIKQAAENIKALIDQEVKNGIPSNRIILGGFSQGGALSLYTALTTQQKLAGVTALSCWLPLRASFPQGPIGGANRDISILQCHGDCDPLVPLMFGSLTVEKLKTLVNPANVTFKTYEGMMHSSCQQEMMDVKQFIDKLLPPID
Numbers without * were called inactive; nt = not tested or not shown.

SMILES	PAFAH1B2 inh	PAFAH1B3 FP inh	LYPLA2 counter	PAFAH2 FP inh	PAD4 inh	PME-1 primary	pPAFAH FP inh	GSTO1 counter	LYPLA1 counter
O=C(COC(=O)c1ccc(O)cc1)NC1CCCC1	-3.2	5.2	-8.5	76.7*	3.0	1.1	13.9	3.7	-3.3
CN1C(C(=O)Nc2ccc(OC(F)(F)F)cc2)=CC(c2cccs2)=NS1(=O)=O	6.0	-0.4	-18.1	-4.9	-1.7	-15.6	3.2	-1.3	-10.4
CCOC(=O)C1CCCN(S(=O)(=O)c2cc(OCC(N)=O)c(C)cc2Cl)C1 (configuration not stated)	7.9	14.7	-0.5	5.0	0.8	-1.8	2.2	-0.1	-3.7
O=C(Nc1nnc(-c2ccc(Cl)cc2)o1)Nc1ccccc1Cl	16.1	-0.2	-1.9	-1.6	2.0	-7.4	-4.1	-0.9	-4.1
O=C(CSc1cn[nH]n1)Nc1ccccc1C(F)(F)F	5.9	5.0	-5.7	1.2	-8.6	-3.0	-3.2	6.0	-3.6
COc1ccc2oc(C(=O)N(C)CCOc3ccc(Cl)cc3)c(C)c2c1	-0.3	7.0	-2.3	-2.3	0.3	6.7	1.9	0.6	1.7
Cc1sc2nc(CN3CCOCC3)[nH]c(=O)c2c1-c1ccccc1	4.3	2.6	8.5	-1.0	4.4	3.0	1.8	6.9	2.7
CCOC(=O)c1cnc2ccc(C)cc2c1Nc1ccc(N2CCOCC2)cc1	-4.0	12.1	1.9	10.5	-1.3	5.1	4.7	10.0	-4.0
O=C(CS(=O)(=O)c1ccc(F)cc1)NCc1ccccc1	10.2	-1.3	-5.5	-4.2	-3.4	1.3	-0.6	-6.4	-2.8
CCCN1C(=O)C2(SC(NC(C)=O)=NN2C(C)=O)c2cc(C)cc(C)c21 (configuration not stated)	-5.0	8.4	-0.8	2.7	1.1	0.7	-0.3	5.9	-2.1
C=CCNC(=O)c1ccc(OC2CCN(S(=O)(=O)N(C)C)CC2)cc1	3.6	-4.0	2.8	-2.3	-0.2	-4.6	-7.8	7.7	2.6
O=C(COc1ccc(Cl)cc1Cl)NNC(=S)Nc1ccc(F)cc1	10.2	1.9	-0.6	0.7	1.1	-3.8	0.6	6.5	0.2
O=C(NCc1ccc(F)cc1)C(=O)NCC1OCCN1C(=O)c1cccs1 (configuration not stated)	12.2	9.1	-4.1	0.5	-1.3	-1.6	4.9	3.0	-1.0
CC(C)COC(=O)C(N)C(C(=O)OCC(C)C)c1ccccc1 (configuration not stated)	-0.4	-0.1	-1.1	4.9	2.8	1.7	3.4	-5.3	-4.5
O=C(CNC(=O)c1cccc(OC(F)F)c1)OCn1nnc2ccccc2c1=O	5.4	3.7	-6.0	2.5	-0.3	-7.2	4.0	-0.9	-0.3
O=C(/C=N/O)NCCCN1CCOCC1	4.0	7.9	-0.2	2.3	-0.8	2.2	5.2	4.0	-6.8
CCOC(=O)c1ccc(NC(=S)Nc2ccc(C)cc2)cc1	1.4	11.5	-5.0	2.1	-6.2	-0.8	-5.9	-0.5	-2.2
Cn1c(SCC(=O)NNC(=S)Nc2ccccc2)nnc1-c1ccncc1	nt	nt	-6.1	nt	-2.1	-1.5	0.7	8.5	0.4
O=C(NCC(c1cccs1)N1CCc2ccccc21)c1ccccc1 (configuration not stated)	1.2	5.7	-8.8	3.2	2.2	8.8	7.0	0.4	2.9
COc1ccc(Nc2nc(-c3sc(NC(C)=O)nc3C)cs2)cc1	nt	nt	-7.5	nt	-7.3	11.6	20.8	0.5	-8.7
COc1ccc(-c2onc(C)c2-c2cscn2)c(O)c1	-3.1	11.7	9.6	-2.0	5.9	0.5	1.3	-1.0	4.3
O=C(c1cc2nc(-c3ccco3)cc(C(F)(F)F)n2n1)N1CCN(Cc2ccccc2)CC1	2.6	5.7	-0.4	-1.8	-0.1	-1.4	11.6	-0.4	-1.3
O=C(CSc1ncccn1)N1CCN(Cc2ccccc2)CC1	4.4	4.0	8.5	6.7	-4.3	2.5	1.4	-1.0	10.2
O=C(NC1CCCCCC1)c1cccc(N2CCCC2=O)c1	20.5	7.7	3.4	17.7	-3.2	-8.1	-3.3	8.9	-0.4
COc1ccc(Cl)cc1NC(=S)N1CC(C)OC(C)C1 (configuration not stated)	2.9	1.0	0.5	-4.5	-4.2	1.2	3.5	-3.8	3.6
O=C(Nc1ccc(Cl)cc1)C1CCCCN1S(=O)(=O)c1ccccc1 (configuration not stated)	1.1	5.9	nt	4.5	-3.4	nt	-1.6	nt	nt
CNCCC1Sc2ccccc2Oc2ccccc21 (configuration not stated)	-0.3	7.4	-1.7	6.4	-6.3	-4.3	2.6	5.6	-0.5
COc1ccc(-n2c(C)cc(C(=O)COC(=O)c3cc(NC(=O)c4cccs4)c(OC)c(OC)c3)c2C)cc1	0.9	-1.2	-4.9	-5.9	-5.2	-4.1	2.9	1.4	-0.3
COc1ccc(CCN=C(C)C2=C(O)C(c3ccccc3)OC2=O)cc1OC (configuration not stated)	7.3	0.1	-1.1	-0.3	1.8	0.4	-1.8	-4.2	0.8
COc1ccc(C(=O)N/N=C/c2ccc(OC)c(CSc3ccccn3)c2)cc1	-5.2	-0.1	-20.9	-9.7	-0.4	-23.2	-3.8	-15.3	-25.4
O=C(CN1c2ccccc2Sc2ccccc21)NNC(=O)Nc1cccc(Cl)c1	-0.1	9.4	-6.2	0.9	-1.4	-2.9	5.4	16.6	-6.1
CCOc1ccc(-c2n[nH]c(C)c2Oc2ccccc2OC)c(O)c1	-5.6	13.6	-11.3	1.5	-4.5	4.0	10.7	-12.3	-6.9
Cc1[nH]oc(=O)c1N=Nc1c(Cl)cccc1Cl	0.2	-10.3	2.6	4.8	-1.1	0.6	-0.6	0.8	-1.4
COc1cc(C(=O)N[C@@H](C)C(=O)N2CCC3(CC2)NCCc2[nH]cnc23)cc(OC)c1OC	-0.6	12.8	-3.4	1.9	-3.7	4.0	0.4	3.4	1.0
Cc1nn(CCCC(=O)Nc2ccc(Br)cc2F)c(C)c1[N+](=O)[O-]	-2.4	-2.0	-6.4	0.5	-3.7	0.7	2.7	-12.4	-1.7
C=CCn1c(C)cc(C(=O)CSc2ccc(NC(C)=O)cc2)c1C	5.0	5.8	6.9	-1.5	-3.7	1.3	4.8	0.2	4.8
CC(C)(C)c1cc(OC(=O)c2ccccc2F)ccc1O	2.1	5.2	-8.0	1.8	-10.8	-0.2	1.7	-3.2	-3.4
O=C(COC(=O)c1ccc(F)c(S(=O)(=O)N2CCOCC2)c1)c1ccc(Cl)cc1	8.8	8.1	16.7	9.1	-0.5	-5.6	-4.4	nt	-1.7
CCN1C2=NCCCN2c2ccccc21	4.9	7.2	4.0	10.2	0.2	7.0	2.7	2.1	0.5
COCC(C)NC(=O)CSc1nc2ccccc2n1CCc1ccccc1 (configuration not stated)	-2.1	-5.9	-8.4	-4.2	-16.2	-7.7	-8.8	-7.3	-5.1
COc1ccc(-c2cc(-c3cccs3)nc(OC)c2C#N)cc1OC	2.0	-8.8	1.1	-0.2	-5.7	-2.0	5.6	-0.5	-2.7
C=CCN1C(=O)C(O)(CC(=O)c2ccc(-n3cccc3)cc2)c2ccccc21 (configuration not stated)	-5.6	6.1	-3.5	-6.8	-5.7	-0.9	-0.6	-1.7	-1.8
CCOc1ccc(NC(=O)c2ccc(NC(=O)COC(=O)Cc3ccc(OC)cc3)cc2)cc1	-7.8	1.7	-2.9	-2.8	0.5	-6.9	0.6	-10.1	-3.2
CC(C)Cn1c(-c2cccs2)nc2ccccc21	18.4	-0.7	-2.3	6.4	-1.4	1.1	2.0	4.7	0.6
S=C(Nc1ccccc1)Nc1nc2ccccc2n1CCOc1ccccc1	6.4	1.3	-1.4	-6.7	-1.9	-0.7	-2.6	-9.1	-6.3
CC(C)C[C@H]1CN=C(N(C)C)N1CCCCc1ccccc1	10.5	8.2	6.5	1.1	8.6	3.9	-0.3	9.2	-0.5
Cc1ccc(/C=C/C(=O)OCC(=O)Nc2cccc(S(=O)(=O)N(C)C)c2)o1	2.7	-1.4	2.3	67.5*	-0.8	2.3	6.2	1.4	-4.4
Cc1cc(C)cc(Nc2nc3c(S(=O)(=O)c4ccccc4)nnn3c3ccccc23)c1	-3.4	0.1	0.8	3.7	-2.6	0.9	4.5	3.6	-3.9
NC(=O)c1ccc(NC(=O)c2ccc3c(c2)OCO3)cc1	-0.8	-0.3	0.9	2.2	-3.6	-0.8	-5.3	-2.0	-1.4
Nc1c(Cl)cc(NC(=O)c2ccccc2C(=O)O)cc1Br	1.6	-0.2	-3.2	-2.8	-7.4	4.2	6.5	6.9	-4.3
CCOc1ccc(CN(C)CC(=O)Nc2cccc(C)c2)cc1OC	-2.8	3.8	2.5	7.4	-2.3	-0.6	-0.7	5.5	-1.2
O=C(CSc1nnc(-c2ccccc2F)n1C1CC1)NC(=O)c1cccc([N+](=O)[O-])c1	-2.0	6.9	-2.2	2.5	-3.3	-1.7	3.4	0.5	-2.6
O=C1OCCN/C1=C\C(=O)c1ccccc1	1.2	-4.2	-2.3	-5.9	1.9	-3.6	0.2	-7.9	-0.3
CCS(=O)(=O)NC(C)C(c1cccs1)N1CCN(C)CC1 (configuration not stated)	-1.8	-3.9	0.3	5.5	-6.1	-5.2	-4.6	-3.2	0.3
CCCOc1ccc(/C=N/NC(=S)Nc2ccccc2[N+](=O)[O-])c(O)c1	nt	nt	-7.2	nt	-2.6	30.4*	15.0	-27.5	-7.4
CCOC(=O)C1(CCOc2ccccc2)CCN(Cc2cccn2-c2ncccn2)CC1	2.0	7.7	-1.5	1.4	-3.6	2.3	-0.2	-10.3	-0.3
CCCCN(Cc1ccco1)C(=O)Cn1ncc2c(=O)oc3ccc(C)cc3c21	0.2	-9.6	-3.6	-0.2	8.0	2.8	1.3	0.4	2.3
COc1ccccc1CN1[C@@H](CC(C)=O)c2cc(C(F)(F)F)ccc2S1(=O)=O	6.7	5.3	4.1	10.4	2.2	-2.4	1.8	-0.7	-1.0
COc1ccc(C(=O)CSc2nnc(-c3ccc(S(=O)(=O)N4CCOCC4)cc3)o2)cc1	2.7	15.7	0.4	-2.1	-2.6	-3.5	1.0	1.8	1.3
COCc1cccc(NC(=O)CCc2ccccc2)c1	nt	nt	-1.5	nt	-1.7	-8.0	4.0	-0.8	1.5
Following part:
SMILES	PAFAH1B2 inh	PAFAH1B3 FP inh	LYPLA2 counter	PAFAH2 FP inh	PAD4 inh	PME-1 primary	pPAFAH FP inh	GSTO1 counter	LYPLA1 counter
COC(=O)c1cc(S(=O)(=O)NC2CCC(C)CC2)cn1C (configuration not stated)	6.0	6.9	-0.3	-1.1	-0.8	-1.8	7.0	5.3	-4.6
CSc1nc(-c2ccco2)nn1S(=O)(=O)c1ccc(C)cc1	5.3	8.2	-5.2	-1.4	1.1	20.1	4.2	-4.0	-0.4
C=CCn1c(=O)[nH]c2nc3cc(N=CN(C)C)c(C)cc3nc2c1=O	2.4	2.2	-0.7	-1.0	2.5	-6.3	3.7	7.8	-2.8
CC(=O)NCCc1c[nH]c2ccc(O)cc12	0.7	5.7	-0.5	-4.7	-1.6	-7.3	-1.7	4.0	1.8
COCCN1CN(S(=O)(=O)c2cccc(Cl)c2)c2nc3ccccc3nc21	2.7	4.3	4.8	5.6	-3.9	16.6	6.7	-3.8	2.7

The list is partial; count on the stated rates, not on these rows.
